Bioassay records from PubChem.
LAP4-GFP MLPCN: yeast TOR pathway LAP4-GFP modulation; S. cerevisiae LAP4-GFP multiplex, flow cytometry GFP, 3 h; median GFP as percent of DMSO wells; GFP response vs DMSO, % at 10 µM; actives 0.34% (n = 320,000); AID 2023;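 active = GFP response vs DMSO above a set limit, about the screen mean plus 3 SD, cut at about 150% in these data; inconclusive = under 70 cell events counted for the yeast strain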
RPL19A-GFP yeast: yeast TOR pathway RPL19A-GFP modulation; actives 0.3% (n = 330,000); percent response vs DMSO, % at 10 µM; S. cerevisiae RPL19A-GFP strain, flow cytometry, 3 h; stronger effect = lower value;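 active = percent response vs DMSO below 50%; inconclusive = fewer than 70 events counted for the yeast strain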;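 note: median channel GFP fluorescence of the barcoded RPL19A-GFP strain; ratio of sample median GFP to plate DMSO average so 100% = DMSO; lower means less RPL19A-GFP as with rapamycin TOR inhibition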
ZTA DNA inh: counter-screen for EBNA-1 inhibitors: inhibitors of Epstein-Barr virus ZTA | AID 2234 | inhibition, % at 11 µM | actives 0.15% (n = 320,000) | P03206 | ZTA-DNA binding, fluorescence polarization; in the data active = inhibition above about 33%
AHR activator: activators of human aryl hydrocarbon receptor | AHR-responsive luciferase reporter cells, luminescence | activation, % at 5 µM | actives 2.5% (n = 320,000) | AID 2796; in the data active = activation above about 47%;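 note: 0% = vehicle wells and 100% = reference agonist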
proCasp7 act: counter-screen: procaspase-7 (human) activation | P55210 | actives 0.093% (n = 330,000) | recombinant procaspase-7, Ac-DEVD-pNA absorbance 405 nm; D23A/D198A/D206A triple mutant, cannot self-cleave; scale: DMSO 0, 5 µM enzyme 100 | activation, % at 8.5 µM | AID 463210;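 active = percent activation above the screen-wide mean plus 3 SD, cut at about 25% in these data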
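Assay system: Uncleavable procaspase-7 mutant enzyme | Input: 2 µM procaspase-7 mutant as dispensed | Timing: 1 h compound preincubation, 2 h substrate cleavage, 25 °C | Repeats: One well per compound | Control set: DMSO wells as 0%, DMSO with 5 µM added PC-7 as 100% | Technique: Epi-absorbance of released pNA at 405 nm, two timepoints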
MEP2 TOR yeast: modulators of TOR pathway MEP2-GFP in S. cerevisiae; actives 0.51% (n = 330,000); GFP response vs DMSO, % at 10 µM; AID 2016; S. cerevisiae MEP2-GFP strain, flow cytometry GFP, 3 h; 100% = DMSO control level;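 active = GFP response versus DMSO above a set limit, roughly screen mean plus 3 SD, cut at about 180% in these data; inconclusive = fewer than 70 cells counted for a yeast strain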;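 note: median GFP fluorescence of the barcode-gated MEP2-GFP cells per well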
EBNA-1 inh: blocks EBNA-1 binding to DNA; EBNA-1 DNA binding, fluorescence polarization; actives 0.34% (n = 300,000); inhibition, % at 14.8 µM; in the data active = inhibition above about 28%
procasp3 activ: activators of human procaspase-3 | recombinant procaspase-3 D3A, Ac-DEVD-pNA absorbance 405 nm | activation, % at 8.5 µM | actives 0.11% (n = 330,000) | AID 463141;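 active = activation above the mean of all tested compounds plus 3 SD, cut at about 21% in these data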;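 note: 0% = DMSO alone and 100% = DMSO wells spiked with extra 5 µM PC-3 D3A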
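Compound: 8.5 µM single point, 0.8% DMSO / Material: Autoprocessing-dead procaspase-3 D3A mutant enzyme / Timing: 1 h preincubation plus 2 h reaction at 25 °C / Medium: Zinc-free HEPES/NaCl buffer with 0.01% Triton X-100 at pH 7.4 / Technique: 405 nm absorbance of p-nitroaniline, reads at 0 and 120 min / Repeats: one well per compound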
Active calls of the source: *; ? = inconclusive; / = no result given.

SMILES | LAP4-GFP MLPCN | RPL19A-GFP yeast | ZTA DNA inh | AHR activator | proCasp7 act | MEP2 TOR yeast | EBNA-1 inh | procasp3 activ
CCC(C)NC(=O)CSc1nnc(-c2ccoc2C)n1CC1CCCO1 (stereo unspecified) | / | 89 | 5 | 4 | 8 | 88 | -4 | -3
CC[C@H](C)Cc1cn([C@@H](CCCN=C(N)N)C(=O)NCCCCCCCCCCC(=O)N2CCNCC2)nn1 | 126 | 95 | 0 | -1 | 8 | 88 | -1 | 4
COc1ccc(CCNC(=O)CCCCCN2C(=O)c3ccccc3C2=O)cc1 | 113 | 111 | 1 | -1 | 6 | 108 | 10 | 4
Cc1ccc(Nc2nc(CSc3nnc(-c4cccnc4)n3-c3ccccc3F)cs2)cc1 | 93 | 103 | -4 | 25 | 0 | 105 | -3 | 4
COCCCn1c(C)c(C(C)=O)cc(NC(=O)c2ccccc2)c1=O | 116 | 98 | 7 | 16 | -2 | 90 | 1 | 3
COC(=O)c1sc(N2C(=O)C(O)=C(C(=O)c3ccc(C)o3)C2c2cccs2)nc1C (stereo unspecified) | 79 | 99 | -2 | 2 | -67 | 99 | 4 | -20
COc1ccc(CCNC(=O)CSc2ccc(-c3ccncc3)nn2)cc1 | 110 | 92 | -3 | 3 | -1 | 120 | -7 | 1
O=C(COC(=O)C1=COCCO1)Nc1c(F)cccc1F | 108 | 101 | 20 | 0 | 3 | 103 | 0 | 2
CCOC(=O)c1[nH]c(C)c(C(=O)OCC(=O)NCc2ccc(Cl)cc2)c1C | 103 | 101 | 0 | 4 | -18 | 106 | / | -2
Cc1ccc(C(=O)NNc2nc3ccccc3nc2C(F)(F)F)cc1 | ? | ? | 2 | 14 | -5 | ? | -4 | -5
COc1cc(OC)cc(C(=O)Oc2ccc(/C=N/Nc3nc4ccccc4s3)cc2OC)c1 | 104 | 99 | -1 | 72* | 1 | 106 | 5 | 6
CN1CCCC(CC2c3ccccc3Sc3ccccc32)C1 (stereo unspecified) | 106 | 103 | -17 | -4 | -11 | 98 | -1 | -5
NC(=O)CC(NC(=O)Cc1ccc(Br)cc1)c1ccc(NC2CC3CCC2C3)c([N+](=O)[O-])c1 (stereo unspecified) | 90 | 96 | 1 | 1 | 11 | 100 | 2 | -2
O=C(CN1C(=O)/C(=C/c2cccc(Br)c2)SC1=S)NC1=NCCS1 | 97 | 109 | 8 | -3 | -16 | 102 | 25 | -11
O=C(NCc1ccco1)C1CCCN1C(=O)NCc1ccccc1 (stereo unspecified) | 99 | 102 | 5 | 0 | 0 | 98 | 3 | -2
Cc1cc(NC(=O)CSc2nnc(C3CC3)n2C)no1 | 88 | 100 | 6 | -1 | 10 | 100 | -1 | -4
Cc1ccc(C(c2sc3nc(C)nn3c2O)N2CCN(c3ccc(F)cc3)CC2)cc1 (stereo unspecified) | 99 | 101 | 0 | 0 | -8 | 102 | -4 | 11
CCN(CC1COc2ccccc2O1)C(=S)Nc1ccc(F)cc1 (stereo unspecified) | 91 | 101 | 14 | 0 | -8 | 98 | 2 | -2
CCCC(c1nnnn1CS(=O)(=O)c1ccc(C)cc1)N1CCN(CC)CC1 (stereo unspecified) | 99 | 105 | 6 | -4 | 6 | 101 | 4 | 4
O=C(Cc1ccccc1)N1CCC(c2nc3ccccc3[nH]2)CC1 | 102 | 104 | 22 | 1 | 4 | 112 | 5 | 8

Full records from above. Order of values: LAP4-GFP MLPCN, RPL19A-GFP yeast, ZTA DNA inh, AHR activator, proCasp7 act, MEP2 TOR yeast, EBNA-1 inh, procasp3 activ
CCCC(c1nnnn1CS(=O)(=O)c1ccc(C)cc1)N1CCN(CC)CC1 (stereo unspecified) is entered as 99, 105, 6, -4, 6, 101, 4, 4
NC(=O)CC(NC(=O)Cc1ccc(Br)cc1)c1ccc(NC2CC3CCC2C3)c([N+](=O)[O-])c1 (stereo unspecified) is entered as 90, 96, 1, 1, 11, 100, 2, -2
CCN(CC1COc2ccccc2O1)C(=S)Nc1ccc(F)cc1 (stereo unspecified) is entered as 91, 101, 14, 0, -8, 98, 2, -2
Cc1ccc(Nc2nc(CSc3nnc(-c4cccnc4)n3-c3ccccc3F)cs2)cc1 is entered as 93, 103, -4, 25, 0, 105, -3, 4

Next part.
SMILES | LAP4-GFP MLPCN | RPL19A-GFP yeast | ZTA DNA inh | AHR activator | proCasp7 act | MEP2 TOR yeast | EBNA-1 inh | procasp3 activ
CN(C)c1ccc(/C=N/NC(=O)c2ccc(NC(=O)c3ccccc3)cc2)cc1 | 111 | 76 | 5 | 5 | 0 | 160 | 2 | -2
COc1ccc(NC(=O)CC2C(=O)N(c3cccc(OC)c3)C(=O)N2C(C)C)cc1 (stereo unspecified) | 100 | 93 | 15 | 4 | 6 | 101 | 17 | 0
Cc1c(N2C(=O)C(=O)/C(=C(/O)c3ccc(Cl)cc3)C2c2ccccc2)c(=O)n(-c2ccccc2)n1C (stereo unspecified) | 99 | 105 | -4 | 3 | -6 | 99 | -7 | -2
Cc1cccc(CSCCNC(=S)Nc2ccccc2)c1 | 99 | 98 | -19 | 6 | 4 | 102 | -7 | -5
CCOc1ccc(Oc2ccc(S(=O)(=O)N3CCOCC3)cc2N)cc1 | 110 | 100 | -11 | 4 | 5 | 93 | -2 | 8
CC[C@H](C)[C@H](NC(N)=O)C(=O)OCC(=O)NCc1ccc(Cl)cc1 | 102 | 96 | 6 | 0 | 9 | 77 | -4 | 6
COc1ccc(N2C(=O)C(C)C(Cc3ccc(C)cc3)C2=O)cc1 (stereo unspecified) | 99 | 100 | 5 | 1 | 6 | 107 | 3 | 6
CCc1cc(=O)oc2cc(C)cc(OCC(=O)C(C)(C)C)c12 | 96 | 109 | -2 | 10 | 3 | 109 | -7 | 4
CCN(CC(=O)Nc1cccc(C#N)c1)CC(=O)Nc1cccc(OC)c1 | 108 | 102 | -16 | 3 | 3 | 105 | -6 | -3
Cc1ccc(NC(=O)Cc2nnc(SCC(=O)Nc3nncs3)n2C)c(C)c1 | 89 | 107 | 5 | -1 | 12 | 107 | 6 | 4
COc1ccc(Cn2c(O)c(C=Nc3ccc(OC)cc3)c3ccccc3c2=O)cc1 | 104 | 104 | -2 | 6 | 5 | 105 | -10 | -5
Cc1cc2c(ncn2C(C)C)c(N)c1C | 101 | 102 | 7 | 11 | -1 | 101 | 3 | 1
CCn1c(-c2ccc(N)cc2)nc2ccccc21 | 104 | 96 | 11 | 6 | 2 | 113 | -5 | 6
CCCn1c(N)c(C(=O)CSc2nnc(-c3cccnc3)n2-c2ccc(C)cc2C)c(=O)[nH]c1=O | 96 | 105 | 15 | -1 | -6 | 111 | -4 | 10
CC(=O)C(C(c1ccccc1)c1c[nH]c2ccccc12)[N+](=O)[O-] (stereo unspecified) | 105 | 94 | -6 | 9 | 0 | 96 | -8 | -8
O=C(COc1coc(CN2CCN(c3ccccc3)CC2)cc1=O)NC1CCCC1 | 103 | 96 | 11 | -3 | 5 | 95 | 0 | 1
Nc1nnnn1/N=C/c1cccc(O)c1 | 102 | 85 | -4 | 4 | -6 | 102 | -5 | -4
C[C@H](CO)N1C[C@H](C)[C@@H](CN(C)S(=O)(=O)c2ccccc2)Oc2c(NC(=O)c3ccncc3)cccc2C1=O | 94 | 95 | / | 0 | -7 | 96 | / | -5
c1ccc(OCc2nnc3sc(C4COc5ccccc5O4)nn23)cc1 (stereo unspecified) | 105 | 100 | 16 | 11 | -24 | 107 | -5 | -15
CNC(=O)CC(C(=O)O)c1ccc(OCC(C)C)cc1 (stereo unspecified) | 90 | 99 | -2 | 0 | 4 | 86 | 9 | 7
CC(=O)/C=C/c1ccc(C)o1 | 96 | 107 | 4 | 0 | -3 | 114 | -2 | 2
COc1cc(S(=O)(=O)NCc2ccc3c(c2)OCO3)ccc1F | 96 | 101 | 3 | 4 | 3 | 111 | -3 | 4
O=C(CCS(=O)(=O)c1ccc2c(c1)NC(=O)CO2)NCc1ccccc1 | 93 | 103 | 5 | 4 | 7 | 108 | 3 | -1
O=C(NCc1ccco1)c1ccc(Oc2ccccc2)cc1 | 118 | 93 | -6 | 4 | 3 | 91 | -1 | -4
CC(=O)NS(=O)(=O)c1ccc(NC(=S)NC(=O)COc2ccccc2C)cc1 | 94 | 96 | -26 | 2 | 6 | 97 | -9 | -1
CCCn1c(SCC(=O)Nc2cccc(C(=O)OC)c2)nnc1-c1cccnc1 | 95 | 96 | 5 | 6 | 1 | 98 | 4 | 9
COc1ccc(C2c3ccsc3CCN2C(=O)C(C)(C)C)cc1 (stereo unspecified) | 100 | 91 | 13 | -3 | -4 | 94 | 2 | 2
Cn1c(Cc2cccs2)nnc1SCC(=O)Nc1ccc(F)cc1F | 104 | 93 | -18 | 3 | 5 | 100 | -5 | 4
O=S(=O)(Nc1nc(SCc2ccc(Cl)cc2)n[nH]1)c1ccc(F)cc1 | 114 | 103 | 5 | 0 | 2 | 105 | 8 | 10
Cc1cccc2cc(C(c3nnnn3C(C)(C)C)N3CCN(C(=O)c4ccco4)CC3)c(=O)[nH]c12 (stereo unspecified) | 76 | 110 | 7 | 0 | 1 | 94 | 3 | 1
CN(C)S(=O)(=O)c1ccc(NC(=S)NC(=O)c2cccs2)cc1 | 98 | 102 | -12 | 4 | -12 | 96 | -3 | -11
N=C(N)SCCc1cccc(CCSC(=N)N)c1 | 105 | 99 | 6 | -2 | 0 | 91 | -4 | 4
O=C1CCC(C(=O)N2CCSCC2)CN1Cc1cccc(C(F)(F)F)c1 (stereo unspecified) | 97 | 102 | 3 | -1 | -4 | 100 | -15 | 1
FC(F)(F)c1ccnc(Sc2n[nH]c(C(F)(F)F)n2)c1 | 112 | 99 | 12 | 2 | 3 | 100 | 8 | 0
Nc1nonc1-n1nnc(C(=O)N/N=C/c2cccnc2)c1CSc1ccc(Cl)cc1 | 80 | 90 | -5 | 12 | -5 | 86 | 2 | 2
COc1ccc(-c2cc(-c3ccc(C)cc3)nc(SCc3nnc(-c4ccccc4)o3)c2C#N)cc1OC | 92 | 101 | -14 | 4 | -6 | 103 | -2 | -6
CC(C)(C)NC(=O)C(c1ccccn1)N(C(=O)c1ccc2c(c1)OCCO2)C1CCCC1 (stereo unspecified) | 91 | 95 | -14 | 9 | -1 | 99 | 0 | 0
CCOCCCNS(=O)(=O)c1ccc(NC(=O)c2ccccc2)cc1 | 100 | 101 | -11 | 1 | 6 | 104 | 8 | 9
O=C(NCC1CCCO1)c1onc(CSc2cccc3ccccc23)c1C(=O)O (stereo unspecified) | 99 | 99 | 0 | 6 | 9 | 102 | -12 | 0
CCOc1ccc(NC(=O)Nc2ccccc2SC)cc1 | 96 | 99 | 14 | 17 | 12 | 101 | 3 | 5
Cn1nc(Cc2n[nH]c(=S)n2C)c2ccccc2c1=O | 111 | 100 | -9 | -1 | -7 | 106 | -1 | -3
CC(C)(NS(=O)(=O)OCC(Cl)(Cl)Cl)c1ccccc1 | 121 | 97 | -1 | 0 | 2 | 95 | -10 | 7
COc1cc2c(C(=O)NCCCOC(C)C)cn(CC(C)C)c(=O)c2cc1OC | 103 | 103 | 14 | 2 | 3 | 99 | 4 | -6

For reference, some entries already given:
SMILES | LAP4-GFP MLPCN | RPL19A-GFP yeast | ZTA DNA inh | AHR activator | proCasp7 act | MEP2 TOR yeast | EBNA-1 inh | procasp3 activ
CCOc1ccc(NC(=O)Nc2ccccc2SC)cc1 | 96 | 99 | 14 | 17 | 12 | 101 | 3 | 5
Cn1nc(Cc2n[nH]c(=S)n2C)c2ccccc2c1=O | 111 | 100 | -9 | -1 | -7 | 106 | -1 | -3
